TRHR agonist = qHTS for Small Molecule Agonists and Allosteric Enhancers of Human TRH Receptor: Primary Screen for Agonists. Thyrotropin-releasing hormone receptor (Homo sapiens), P34981. TRHR cells, calcium flux fluo-8, FDSS agonist mode. activation, % at 2 µM. 360,000 compounds, 0.18% hits. AID 493084, 2011; in the data active = activation above about 30%; note: 0% is about no effect
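Fluo-8-loaded TRHR cells; 10 s baseline, compound added, kinetic Ca2+ fluorescence read 1/s, agonist mode.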
ALOX12 inh = Primary qHTS assay for inhibitors of human arachidonate 12S-lipoxygenase (ALOX12): Round 2; Polyunsaturated fatty acid lipoxygenase ALOX12 (Homo sapiens), P18054; purified 12hLO, xylenol orange hydroperoxide absorbance; Potency, µM (titrated, usually from 108 µM), for the others: top-dose activity change, negative = inhibition, hits mostly inhibitors; 580,000 compounds, 1.1% hits; note: potency is the fitted concentration of half-maximal effect; % is set by controls: 0 for no effect and ±100 for the full control effect
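Purified human 12hLO at 150 nM in 25 mM Hepes, 0.01% Triton X-100, pH 7.0, preincubated 15 min at room temperature with compound. Reaction started with 40 uM arachidonic acid, 30 min at room temperature. Hydroperoxide measured by Fe-xylenol orange, 573/405 nm absorbance ratio.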
APEX1 inh = qHTS Assay for Inhibitors of the Human Apurinic/apyrimidinic Endonuclease 1 (APE1) | DNA repair nuclease/redox regulator APEX1 (Homo sapiens), P27695 | recombinant APE1, TAMRA/BHQ-2 abasic DNA cleavage fluorescence | Potency, µM (doses to about 65.8 µM), inactives show at the highest dose activity change, negative = inhibition, usual class: inhibitors | 350,000 compounds, 0.35% hits;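 note: potency is the fitted concentration of half-maximal effect; plate controls were vehicle for no effect and reference inhibitor for full effect; nearly all actives have a fitted effect of over 55% in size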
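Activity was derived from the fluorescence gain between first and third kinetic reads (60 s intervals, ex 525/em 598 nm) after 50 nM THF-abasic TAMRA/BHQ-2 duplex was added to 0.75 nM APE1 preincubated 15 min with compound.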
Anesthetic bind = qHTS Assay for Identification of Novel General Anesthetics; Ferritin light chain (Equus caballus), P02791; apoferritin/1-aminoanthracene competitive binding, fluorescence; Potency, µM (top dose mostly 77.5 µM), for inactives: top-dose activity change, negative = displacement, actives largely listed as inhibitors; 350,000 compounds, 0.074% hits; AID 485281, 2010; note: potency is the fitted concentration of half-maximal effect; % is set by controls: 0 for no effect and ±100 for the full control effect; nearly all actives have a fitted effect of over 20% in size
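Apoferritin-based anesthetic binding model; compound displacement of fluorescent 1-AMA measured as endpoint fluorescence after 10 minutes at room temperature, scaled to free-ligand and complex controls.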
BLM inh = qHTS Assay for Inhibitors of Bloom's syndrome helicase (BLM) | RecQ-like DNA helicase BLM (Homo sapiens), P54132 | recombinant BLM DNA unwinding, fluorescence dequenching | Potency, µM (doses to about 56.1 µM), for the others: at the highest dose activity change, negative = inhibition, usual class: inhibitors | 350,000 compounds, 0.2% hits | AID 2528, 2010;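 note: potency is the fitted concentration of half-maximal effect; plate controls were vehicle for no effect and no enzyme for full effect; nearly all actives have a fitted effect of over 35% in size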
Target sequence (P54132 whole entry, looked up): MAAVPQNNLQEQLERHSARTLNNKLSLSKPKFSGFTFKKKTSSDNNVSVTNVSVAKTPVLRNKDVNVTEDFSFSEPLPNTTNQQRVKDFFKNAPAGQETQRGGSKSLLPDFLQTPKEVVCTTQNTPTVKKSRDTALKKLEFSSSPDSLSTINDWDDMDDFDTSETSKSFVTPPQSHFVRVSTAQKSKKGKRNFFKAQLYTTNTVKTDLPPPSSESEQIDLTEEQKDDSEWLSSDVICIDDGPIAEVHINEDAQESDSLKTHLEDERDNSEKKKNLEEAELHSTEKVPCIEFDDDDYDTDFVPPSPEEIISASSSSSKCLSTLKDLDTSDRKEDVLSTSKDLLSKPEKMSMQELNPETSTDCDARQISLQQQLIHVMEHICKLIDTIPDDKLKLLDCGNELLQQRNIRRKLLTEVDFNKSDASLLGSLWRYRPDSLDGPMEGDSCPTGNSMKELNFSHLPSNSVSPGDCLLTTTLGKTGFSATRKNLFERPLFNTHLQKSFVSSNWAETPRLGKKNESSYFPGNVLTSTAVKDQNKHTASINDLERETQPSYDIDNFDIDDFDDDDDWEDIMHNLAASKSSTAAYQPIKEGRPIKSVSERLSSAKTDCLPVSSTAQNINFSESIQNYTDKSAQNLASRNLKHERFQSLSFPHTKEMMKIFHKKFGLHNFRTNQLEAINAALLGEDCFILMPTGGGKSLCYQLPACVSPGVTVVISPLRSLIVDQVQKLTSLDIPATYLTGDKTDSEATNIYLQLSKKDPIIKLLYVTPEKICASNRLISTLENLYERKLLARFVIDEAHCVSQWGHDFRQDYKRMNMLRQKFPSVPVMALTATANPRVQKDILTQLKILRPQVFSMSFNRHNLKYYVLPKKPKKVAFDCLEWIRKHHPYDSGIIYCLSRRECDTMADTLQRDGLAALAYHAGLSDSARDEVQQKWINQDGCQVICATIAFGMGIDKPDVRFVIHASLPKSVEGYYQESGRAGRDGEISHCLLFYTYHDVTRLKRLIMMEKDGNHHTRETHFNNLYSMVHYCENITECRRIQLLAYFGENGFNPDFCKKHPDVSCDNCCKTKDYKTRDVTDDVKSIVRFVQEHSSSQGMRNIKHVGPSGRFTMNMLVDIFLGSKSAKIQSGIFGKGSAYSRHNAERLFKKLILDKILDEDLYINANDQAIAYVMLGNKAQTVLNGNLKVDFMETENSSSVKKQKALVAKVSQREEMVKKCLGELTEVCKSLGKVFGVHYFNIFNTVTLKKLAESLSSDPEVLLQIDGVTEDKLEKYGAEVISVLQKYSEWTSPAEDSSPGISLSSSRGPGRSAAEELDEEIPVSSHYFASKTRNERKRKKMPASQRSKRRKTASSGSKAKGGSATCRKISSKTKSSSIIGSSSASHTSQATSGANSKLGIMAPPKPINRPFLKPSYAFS
Pol beta inh = qHTS Assay for Inhibitors of DNA Polymerase Beta; Pol beta primer extension/strand displacement, fluorescence kinetic; Potency, µM (titrated, usually from 114 µM), without a hit: at the highest dose activity change, negative = inhibition, usual class: inhibitors; P06746; AID 485314, 2010; 340,000 compounds, 1.3% hits; note: potency is the fitted concentration of half-maximal effect; % is set by controls: 0 for no effect and ±100 for the full control effect
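Curves were derived by four-parameter Hill fits of normalized qHTS data. The kinetic fluorescent primer-extension read was taken at 0 and 10 min after 50 nM substrate, following a 15 min room-temperature preincubation of 10 nM enzyme with compounds.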
POLK inh = qHTS for Inhibitors of Polymerase Kappa. 400,000 compounds, 0.53% hits. Potency, µM (highest dose often 107 µM), inactives show at the top dose activity, negative = inhibition, actives largely listed as inhibitors. purified Pol kappa, fluorescent DNA synthesis assay, 10 min; note: potency is the fitted concentration of half-maximal effect; % is set by controls: 0 for no effect and ±100 for the full control effect
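Fluorescent qHTS in 1536-well format: enzyme (10 nM) and compound sat 15 min at room temperature before 50 nM substrate (final) was added. Signal taken at 0 and 10 min; no-enzyme buffer wells were negative controls.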
ERG-DNA inh = qHTS for Small Molecule Inhibitors of the ERG Ets/DNA interaction | Transcriptional regulator ERG (Homo sapiens), P11308 | fluorescence polarization, His-ERG Ets domain / labelled DNA | Potency, µM (titrated, usually from 76.9 µM), for the others: top-dose FP activity, negative = inhibition, hits mostly inhibitors | 370,000 compounds, 0.028% hits; active = well fitted inhibition curve with a large enough effect in the polarisation, with a control signal flat; inconclusive = small, poorly fitted or top-dose-only effect, or effect the other way, or a change in a side signal; inactive = no such curve, though single readings can be large or run the other way; the % refers to the polarisation;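 note: polarization taken with two DNA probes labelled with fluorescein and Texas red; potency is the fitted concentration of half-maximal effect; % of control where 0% means no effect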
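His-tagged ERG Ets domain (1 uM in the protein solution; 300mM KCl, 50mM Tris-HCl, 1mM EDTA, 1mM DTT, pH 7.5) received compound, then a probe mix of 5 nM fluorescein-DNA and 100nM Texas-615-DNA. Fluorescence polarization was read for both dyes.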
Pol iota inh = qHTS for Inhibitors of Polymerase Iota | DNA polymerase iota (Homo sapiens), Q9UNA4 | Pol iota fluorescent replication assay, 10 min | Potency, µM (titrated, usually from 115 µM), without a hit: at the top dose activity, negative = inhibition, usual class: inhibitors | 390,000 compounds, 1% hits; note: potency is the fitted concentration of half-maximal effect
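Fluorescent replication assay read twice, at 0 min and 10 min after adding 50 nM (final) substrate. Enzyme (10 nM) and compounds were first incubated 15 min at room temperature; enzyme-free buffer wells were negative controls.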
The depositor's hits bear a star; ? = inconclusive; nt = no result given; & = joins results of further samples; [ ] = remark or other dose. Unless noted, calls come from the whole dose curve; as a rule, active = well fitted curve in the direction sought with a large enough effect; inconclusive = small, poorly fitted or top-dose-only effect, or another doubt; inactive = no such curve, though single readings can be large; an effect the other way counts as inactive or inconclusive. Some of the compounds tested. The share of hits here may be higher or lower than overall.

SMILES	TRHR agonist	ALOX12 inh	APEX1 inh	Anesthetic bind	BLM inh	Pol beta inh	POLK inh	ERG-DNA inh	Pol iota inh
O=[N+]([O-])c1ccc(F)cc1OCc1cccc(S(=O)(=O)N2CCOCC2)c1	-1.1	1%	21%	nt	nt	nt	1%	0%	12%
COc1ccc(NC(=O)COC(=O)C2CC3C=CC2C3)cc1 (configuration not stated)	0.5	?	-6%	-12%	-5%	24%	-5%	-8%	40%[activator]
O=C(N/N=C/C(Br)=C/c1ccccc1)C1CC1	0.0	-12%	0%	-9%	3%	-1%	-11%	-4%	91%[activator]
CC(C)CCNC(=O)COC(=O)c1ccc(Br)o1	0.1	0%	-2%	-1%	-1%	-1%	7%	-2%	2%
Cc1cc(NC(=O)Cn2c(=O)c3c(ncn3CCC(C)C)n(Cc3ccccc3)c2=O)no1	1.0&-0.9	?	-3%&-2%	-18%&-10%	-5%&-16%	-3%&-23%	-24%	2%	52%[activator]
O=C(NCCc1csc(-c2cccc(F)c2)n1)c1cccs1	-0.2	-25%	nt	?	1%	1%	-4%[60.1 µM]	0%	28%
CCN(CC(=O)N1CCCC1)S(=O)(=O)c1ccc(OC)cc1	0.1	29%	-12%	-3%	3%	26%	-2%	3%	88%[activator]
CC1CC(C)CN(C(=O)C(NS(=O)(=O)c2ccc3c(c2)oc(=O)n3C)C(C)C)C1 (configuration not stated)	0.2	2%	-4%	-14%	0%	15%	-2%	-3%	3%
CCOC(=O)CCCNC(=O)c1cncc(O)c1	0.3	?	0%	-8%	3%	15%	1%	4%	27%
NC(=O)c1ccc(NC(=O)CNC(c2ccccc2)c2ccccc2)cc1	-1.1	8%	15%	-4%	-6%	1%	-5%	6%	142%[activator]
CC(C)(C)c1nc(N2CCN(C(=O)c3ccco3)CC2)c2nnn(Cc3ccccc3)c2n1	0.6	-3%	-5%	-2%	-14%	?	-17%	-1%	6%
CCOC(=O)c1noc2ncn(CC(=O)Nc3cccc(Cl)c3)c(=O)c12	0.8	-23%	nt	-13%	0%	12%	-7%[60.1 µM]	-10%	?
C/C(=N/NC(=O)c1cc(C(C)C)[nH]n1)c1cccs1	-0.1	-19%	1%	-11%	-9%	35%	3%	-5%	15%
CSc1nc2ccccc2n1CC(=O)Nc1ccc(C)c(C)c1	0.4	4%	-6%	-14%	2%	-6%	-2%	nt	16%
Cc1noc(C)c1-c1nccc(N2CCOCC2)n1	nt	?	-3%	nt	0%	nt	3%[60.1 µM]	nt	nt
C#CCOCCOCCOCCNc1nc(N2CCN(C(=O)[C@H]([C@@H](C)CC)n3cc([C@@H](N)Cc4ccc(O)cc4)nn3)CC2)nc(N2CCN(C(=O)[C@H]([C@@H](C)CC)n3cc([C@@H](N)Cc4ccc(O)cc4)nn3)CC2)n1	0.2	3%	0%	-5%	4%	-9%	-12%	-6%	-15%
Cc1nc2ccc(NS(=O)(=O)c3ccc(F)c(C)c3)cc2[nH]1	-0.3	0%	2%	-2%	0%	30%	5%	17%	18%
Nc1c(Cl)cc(-c2csc(N3CCCC3c3nc4cc(Cl)c(Cl)cc4n3CCCO)n2)cc1Cl (configuration not stated)	nt	-15%	nt	nt	nt	nt	-2%	-17%	15%
O=c1c(Cl)c(N2CCN(c3ccccc3)CC2)cnn1C12CC3CC(CC(C3)C1)C2	-0.3	-15%	2%	0%	0%	20%	-8%	10%	1%
Cc1ccc2cc3c(N)c(C(=O)N4CC(=O)Nc5ccccc54)sc3nc2c1	nt	nt	-2%	-10%	-11%	8%	nt	nt	nt
COc1cccc(CNc2ccc(S(N)(=O)=O)cc2)c1OCc1ccccc1F	-0.3	-10%	-7%	3%	-8%	-25%	-7%	-7%	7%
Cc1cccc(C(=O)NC2CCN(S(=O)(=O)c3ccccc3)CC2)c1	-0.5	1%	15%	-5%	-2%	6%	-10%	-4%	102%[activator]
O=C(CN1c2cccc3cccc(c23)S1(=O)=O)Nc1ccc(S(=O)(=O)N2CCOCC2)cc1	0.1	-22%	1%	-13%	-20%	-9%	-11%	7%	29%
O=C(c1ccccc1)c1ccc(C(=O)N2CCN(c3ccccc3)CC2)cc1	-0.4	?	43%	?	-4%	?	-7%	10%	-26%
C=CC[C@@H](CC(=O)NCCO)C(=O)N[C@@H](C)COC(=O)[C@H](CC=C)CC(=O)OC(C)(C)C	nt	6%	-11%	nt	nt	nt	3%	18%	29%
COc1cc(OC)c(-c2nc3c[n+](CC(=O)c4ccccc4)ccc3n2C)cc1OC	0.2	7%	-7%	-11%	5%	2%	2%	nt	-19%
O=C1C=C(/C=C/C2C=CC=CC2)C[C@@H](c2ccc(Cl)cc2)C1 (some centres not stated)	0.6	?	27%	nt	nt	nt	3%	3%	17%
COc1ccc(Cc2nnc(SCC(=O)N(c3ccccc3)C(C)C)n(N)c2=O)cc1	-0.3	?	-5%	nt	nt	nt	-7%	0%	11%
Cc1nc2oc3ccccc3c(=O)c2c(=O)n1Cc1ccccc1	-0.6	-62%	-2%	?	1%	-2%	3%	-4%	24%
CCOC(CNC(=O)c1ccc2c(c1)nc(C)n2-c1cccc(F)c1)OCC	-0.4	-14%	1%	-12%	1%	28%	3%	10%	-1%[58.9 µM]

An excerpt of these results, in CSV form.
structure,TRHR agonist,ALOX12 inh,APEX1 inh,Anesthetic bind,BLM inh,Pol beta inh,POLK inh,ERG-DNA inh,Pol iota inh
Cc1ccc2cc3c(N)c(C(=O)N4CC(=O)Nc5ccccc54)sc3nc2c1,nt,nt,-2%,-10%,-11%,8%,nt,nt,nt
COc1cccc(CNc2ccc(S(N)(=O)=O)cc2)c1OCc1ccccc1F,-0.3,-10%,-7%,3%,-8%,-25%,-7%,-7%,7%
Cc1cccc(C(=O)NC2CCN(S(=O)(=O)c3ccccc3)CC2)c1,-0.5,1%,15%,-5%,-2%,6%,-10%,-4%,102%[activator]
O=C(CN1c2cccc3cccc(c23)S1(=O)=O)Nc1ccc(S(=O)(=O)N2CCOCC2)cc1,0.1,-22%,1%,-13%,-20%,-9%,-11%,7%,29%
O=C(c1ccccc1)c1ccc(C(=O)N2CCN(c3ccccc3)CC2)cc1,-0.4,?,43%,?,-4%,?,-7%,10%,-26%
C=CC[C@@H](CC(=O)NCCO)C(=O)N[C@@H](C)COC(=O)[C@H](CC=C)CC(=O)OC(C)(C)C,nt,6%,-11%,nt,nt,nt,3%,18%,29%
COc1cc(OC)c(-c2nc3c[n+](CC(=O)c4ccccc4)ccc3n2C)cc1OC,0.2,7%,-7%,-11%,5%,2%,2%,nt,-19%
O=C1C=C(/C=C/C2C=CC=CC2)C[C@@H](c2ccc(Cl)cc2)C1 (some centres not stated),0.6,?,27%,nt,nt,nt,3%,3%,17%
COc1ccc(Cc2nnc(SCC(=O)N(c3ccccc3)C(C)C)n(N)c2=O)cc1,-0.3,?,-5%,nt,nt,nt,-7%,0%,11%
Cc1nc2oc3ccccc3c(=O)c2c(=O)n1Cc1ccccc1,-0.6,-62%,-2%,?,1%,-2%,3%,-4%,24%
CCOC(CNC(=O)c1ccc2c(c1)nc(C)n2-c1cccc(F)c1)OCC,-0.4,-14%,1%,-12%,1%,28%,3%,10%,-1%[58.9 µM]

Next section.
SMILES	TRHR agonist	ALOX12 inh	APEX1 inh	Anesthetic bind	BLM inh	Pol beta inh	POLK inh	ERG-DNA inh	Pol iota inh
CCOC(=O)c1c(C)[nH]c(C)c1S(=O)(=O)N1CCC(C(=O)Nc2ccc(C)cn2)CC1	-0.2	-15%	nt	-11%	1%	12%	5%	0%	-13%
CCc1c(C)sc2c1CCN(C(=O)Nc1ccccc1C(=O)OC)C2c1ccc(OC)cc1 (configuration not stated)	0.1	-15%	nt	29%	-6%	-3%	1%[60.1 µM]	3%	11%
CC(=O)Nc1ccc(S(=O)(=O)N(C)CC(=O)OCC(=O)NC(C)C23CC4CC(CC(C4)C2)C3)cc1 (configuration not stated)	1.2	-25%	11%	-9%	-2%	28%	-2%	-6%	23%
CNC(=O)c1ccc(-n2cccn2)nc1	-0.2	-2%	8%	-3%	0%	9%	0%	-6%	95%[activator]
CCOC(=O)/C=C(C)\C=C\c1c[nH]c2ccccc12	0.6	?	-6%	-13%	-11%	8%	-14%	3%	92%[activator]
CCN(CC)S(=O)(=O)c1ccc(N2CCOCC2)c(NC(=O)COc2ccc(OC)cc2)c1	-0.4	391%[activator]	7%	nt	nt	nt	-10%	11%	36%[activator]
CCOc1ccc(CNC(=O)C2CCCN(c3nn4cc(-c5ccc(F)cc5)nc4s3)C2)cc1 (configuration not stated)	0.5	?	nt	-4%	-12%	1%	1%	2%	21%
COc1cccc(NC(=O)Cn2cc(C(=O)c3ccco3)c3ccccc32)c1	-0.1	-15%	nt	1%	-5%	-1%	2%	1%	12%

Assay outcomes from PubChem.
